# ELG1 genotoxic = inducers of genotoxicity in HEK293T ELG1-luciferase cells. HEK293T ELG1-luciferase reporter, luminescence, 16 h. Potency, µM (titrated, usually from 46 µM), for the others: at the top dose activity change, positive = activation, actives largely listed as activators. 330,000 compounds, 1.3% hits; also: potency is read from the fitted curve at half-maximal effect; % of control where 0% means no effect; nearly all actives have a fitted effect of over 60% in size
#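 After overnight (16 hr) compound treatment at 37 °C, ELG1-luciferase HEK293T cells were lysed with ONE-Glo; luminescence quantified 30 min later at room temperature.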
# FLuc counter = inhibits or activates purified firefly luciferase, miR-21 counter-screen. AID 588342. 360,000 compounds, 6.9% hits. P08659. purified FLuc, Km substrates, luminescence inhibition. Potency, µM (highest dose often 57.5 µM), for inactives: top-dose activity change, negative = inhibition, most hits filed as inhibitors;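 also: potency is read from the fitted curve at half-maximal effect; plate controls were vehicle for no effect and reference inhibitor for full effect; nearly all actives have a fitted effect of over 55% in size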
# Target sequence (P08659 whole entry, looked up): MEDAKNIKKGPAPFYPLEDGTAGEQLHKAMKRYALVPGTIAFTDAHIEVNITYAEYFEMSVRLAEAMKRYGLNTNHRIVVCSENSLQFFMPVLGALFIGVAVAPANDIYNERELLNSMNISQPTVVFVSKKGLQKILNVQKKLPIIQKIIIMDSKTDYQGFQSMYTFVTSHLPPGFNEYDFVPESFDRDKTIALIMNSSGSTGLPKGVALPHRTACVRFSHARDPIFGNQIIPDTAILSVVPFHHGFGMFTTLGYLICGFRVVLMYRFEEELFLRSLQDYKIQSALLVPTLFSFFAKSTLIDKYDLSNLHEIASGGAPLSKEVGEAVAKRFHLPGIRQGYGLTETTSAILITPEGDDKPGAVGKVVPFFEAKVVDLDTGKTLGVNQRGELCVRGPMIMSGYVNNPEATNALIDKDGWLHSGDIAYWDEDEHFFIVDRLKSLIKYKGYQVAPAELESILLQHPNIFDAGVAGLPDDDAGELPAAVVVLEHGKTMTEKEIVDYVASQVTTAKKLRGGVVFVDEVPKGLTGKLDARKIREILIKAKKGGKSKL
#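 Biochemical qHTS of compounds, final roughly 60 µM downward over six points, against 10 nM purified firefly luciferase using Km concentrations of substrates (10 uM D-luciferin, 10 uM ATP) in Tris acetate pH 7.5 buffer; luminescence output.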
# uPA generation = cell surface uPA generation inhibition. cell surface uPA generation assay, qHTS. Potency, µM (series often up to 38.3 µM), without a hit: at the highest dose activity change, negative = inhibition, hits mostly inhibitors. 330,000 compounds, 0.31% hits. AID 540303; active = well fitted inhibition curve with a large enough effect; inconclusive = small, poorly fitted or top-dose-only effect; inactive = no such curve, though single readings can be large or run the other way; tested in mouse RAW 264.7 cells; also: potency is read from the fitted curve at half-maximal effect; % is scaled to controls: 0 for no effect and ±100 for the full control effect; nearly all actives have a fitted effect of over 55% in size
# Rab9 promoter act = activates the Rab9 promoter. 320,000 compounds, 2.8% hits. Huh7 Rab9 promoter-luciferase reporter, luminescence, 24 h. Potency, µM (top dose mostly 9.22 µM), for inactives: top-dose activation, negative = inhibition, most hits filed as activators; also: potency is read from the fitted curve at half-maximal effect; % of control where 0% means no effect; nearly all actives have a fitted effect of over 60% in size
#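 Luminescence from Amplite-detected luciferase (10 minutes, ambient) reports Rab9 promoter activation. Before that, stable Rab9-luciferase Huh7 cells (1500/well, reduced-serum OP-MEM I plus 10% FBS) were exposed to compound for 24 hours at 37C.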
# RORgamma inh = ROR gamma (mouse) transcription inhibition | Potency, µM (titrated, usually from 53.6 µM), for inactives: top-dose activity change, negative = inhibition, usual class: inhibitors | Drosophila S2 Gal4-RORgamma UAS-luciferase reporter, 20 h | 310,000 compounds, 5.4% hits | P51450 | AID 2551; also: potency is read from the fitted curve at half-maximal effect; % is scaled to controls: 0 for no effect and ±100 for the full control effect; nearly all actives have a fitted effect of over 60% in size
#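 A Gal4/UAS one-hybrid system in insect cells: metallothionein-promoter Gal4–ROR gamma fusion plus Photinus luciferase reporter. Copper sulfate 700 uM final, 20 hr ambient incubation, luminescent detection after 10 min with reagent.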
# KCNH2 3.1 inh = inhibitors of human KCNH2 3.1 potassium channel isoform; AID 720553; activity change, % (tested at about 1.8 µM); 340,000 compounds, 0.95% hits; U2OS KCNH2 3.1, thallium flux FluxOr; hits give low values;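 active = maximum activity change below -70%; inconclusive = maximum activity change from -70% to -50%; inactive = maximum activity change above -50%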;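 also: thallium influx rate constant from kinetic fluorescence after stimulation buffer; % is scaled to controls: 0 for no effect and ±100 for the full control effect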
#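 U2OS cells transduced with KCNH2 3.1 mutant virus (1.77 x 10^8 /mL, 4 h), plated overnight at 37 C, loaded 45 min with FluxOr dye plus Red40 quencher. Thallium flux rate constant from kinetic reads after stimulation buffer, normalised to controls.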
# Gal4-VP16 FLuc = Gal4-VP16 reporter inhibition counter-screen. Drosophila S2 Gal4-VP16 UAS-luciferase, luminescence, 20 h. Potency, µM (titrated, usually from 53.6 µM), inactives show at the highest dose activity, negative = inhibition, hits mostly inhibitors. 310,000 compounds, 3.5% hits;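 also: Gal4-VP16 expression switched on by copper sulfate through the metallothionein promoter; potency is read from the fitted curve at half-maximal effect; % is scaled to controls: 0 for no effect and ±100 for the full control effect; nearly all actives have a fitted effect of over 50% in size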
# FBPA coupling cs = coupling enzyme interference in Giardia aldolase counter-screen; coupling enzyme system counterscreen, AmpLite Red fluorescence; activity change, negative = inhibition, % at 58.2 µM, hits read low; 290,000 compounds, 0.67% hits; AID 2472; in the data active = activity change below about -30%; also: % is scaled to controls: 0 for no effect and ±100 for the full control effect
#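 Coupling enzymes only (glyceraldehyde-3-phosphate) + compound, at 57.5 uM final, 10 min RT; add substrate/coupling/AmpLite Red mix, 20 min RT; fluorescence ex 525/em 598 nm. Actives flag coupling-system interference.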
# Giardia kill = Giardia lamblia killing; Giardia lamblia trophozoite viability; activity change, % at 7.66 µM, hits read low; 340,000 compounds, 0.15% hits; AID 540267; in the data active = activity change below about -80%; inconclusive = between about -30% and that limit;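 also: parasites exposed to compound for two days anaerobically before the ATP read; % is scaled to controls: 0 for no effect and ±100 for the full control effect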
#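 Each well holds 100 Giardia trophozoites and compound. After two days (48 hrs) at 37 deg C in anaerobic conditions, ATP is quantified by luminescence.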
# NPC1 promoter act = activates the NPC1 promoter. Potency, µM (top dose mostly 9.22 µM), for the others: top-dose activation, actives largely listed as activators. AID 485313. Huh7 NPC1 promoter luciferase reporter, 24 h. 320,000 compounds, 2.4% hits;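 also: potency is read from the fitted curve at half-maximal effect; % of control where 0% means no effect; nearly all actives have a fitted effect of over 60% in size; reporter is driven by a mutant NPC1 promoter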
#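 Huh7 reporter cells (NPC1 promoter driving luciferase) are dosed with compound for 24 h at 37 °C, 5% CO2; luciferase detection reagent is then added and luminescence measured after 10 min at ambient temperature.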
# Tb PFK inh = inhibitors of T. brucei phosphofructokinase | 330,000 compounds, 0.17% hits | O15648 | T. brucei PFK, ADP-Glo luminescence | Potency, µM (top dose mostly 57.5 µM), without a hit: at the highest dose activity, negative = inhibition, actives largely listed as inhibitors;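 also: potency is read from the fitted curve at half-maximal effect; 0% = uninhibited 1x PFK enzyme wells and -100% = no-enzyme wells; nearly all actives have a fitted effect of over 60% in size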
# Target sequence (O15648 whole entry, looked up): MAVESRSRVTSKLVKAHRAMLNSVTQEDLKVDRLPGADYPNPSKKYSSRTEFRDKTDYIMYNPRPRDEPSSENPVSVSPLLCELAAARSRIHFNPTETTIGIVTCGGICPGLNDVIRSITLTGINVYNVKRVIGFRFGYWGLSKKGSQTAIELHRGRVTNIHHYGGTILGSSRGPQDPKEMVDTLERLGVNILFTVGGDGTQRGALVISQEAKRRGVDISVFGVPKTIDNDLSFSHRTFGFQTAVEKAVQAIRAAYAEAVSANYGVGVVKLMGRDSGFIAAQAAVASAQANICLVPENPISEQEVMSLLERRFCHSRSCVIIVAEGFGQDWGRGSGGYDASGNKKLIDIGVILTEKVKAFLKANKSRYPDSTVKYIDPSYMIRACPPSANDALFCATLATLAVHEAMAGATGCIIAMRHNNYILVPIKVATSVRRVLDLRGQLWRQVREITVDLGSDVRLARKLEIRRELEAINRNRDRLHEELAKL
#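 Luminescent ADP detection (ADP-Glo, two-step: ATP depletion then ADP-to-ATP conversion for luciferase) reported PFK activity after 45 min room-temperature reaction of 1.25 nM enzyme with 0.5 mM F6P and 0.1 mM ATP at pH 8.0.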
# * marks the source's active call; other numbers are inactive results; ? = inconclusive; . = not tested or not shown; & = joins results of further samples; [ ] = another dose, or the depositor's remark. Unless noted, calls follow the shape of the dose curve; as a rule, active = well fitted curve in the direction sought with a large enough effect; inconclusive = small, poorly fitted or top-dose-only effect, or another doubt; inactive = no such curve, though single readings can be large; an effect the other way counts as inactive or inconclusive.
SMILES,ELG1 genotoxic,FLuc counter,uPA generation,Rab9 promoter act,RORgamma inh,KCNH2 3.1 inh,Gal4-VP16 FLuc,FBPA coupling cs,Giardia kill,NPC1 promoter act,Tb PFK inh
O=C(c1cccs1)N1CCN(C(=O)N2CCOCC2)CC1,1%,3%,0%,9%,-21%,14,2%,4,-10,0%,-3%
CCc1nc(NCCC(C)C)c2nnn(Cc3ccccc3)c2n1,6%,1%,?,4%,?,-18,-22%,0,-17,5%,1%
CC(C)NC(=O)c1ccc2c(c1)N(CC(=O)Nc1ccccc1F)C(=O)C(C)(C)O2,-3%,1%,-2%,-1%,-18%,-5,1%,1,-9,-3%,2%
O=C(NCCCc1ccccc1)c1cc(COc2ccc(F)cc2Cl)on1,0%,?,2%,-5%,11%,-8,-4%,1,-18,-2%,-5%
CC(C)CCNC(=O)C(NS(=O)(=O)c1ccc2c(c1)c(=O)n(C)c(=O)n2C)c1ccccc1 (stereo not given),-4%,0%,9%,-1%,-37%,-4,6%,0,-5,-2%,-10%
c1cncc(-c2nnc(-c3cccnc3)nn2)c1,-4%,?,-15%,5%,-42%[10 µM],-7,?,-41*,-11,16%,-7%
CCn1c(=O)c(=O)[nH]c2cc(C(=O)Nc3ccc(S(=O)(=O)N4CCCC4)cc3)ccc21,-5%,0%,4%,-3%,21%,1,6%,1,-12,-1%,1%
COc1ccc(CN2CCC(Cc3ccccc3)CC2)c(C)c1C,-7%,2%,-4%,-1%,-39%,-50,-8%,2,-6,-5%,-5%
Cc1ccc(-c2nnc(NC3CCCC3)s2)cc1,?,3µM*,-3%,0.5µM*,11µM*,-11,?,-1,-7,0.63µM*,2%
O=C(NC(=O)N1CCN(c2ccc(F)cc2)CC1)c1ccccc1,-5%,0%,-6%,0%,6%,11,-7%,5,-5,3%,-7%
Cc1c(Cl)c(C(F)F)nn1CC(=O)NC1C(=O)N2C(C(=O)O)=C(CSc3nnnn3C)CSC12 (stereo not given),0%,3%,-10%,-1%,8%,-14,-7%,-1,2,-6%,-12%
CC(C)Cc1n[nH]c(=O)[nH]1,-4%,-3%,1%,-4%,-12%,-1,-4%[0.365 µM],-1,3,-2%,1%
CC1Cc2ccccc2N1C(=O)COC(=O)c1ccc(Cl)nc1 (stereo not given),2%,2%,2%,0%,-8%,23,-10%,0,7,0%,3%
CCCCNc1c2c3c(cccc3n(C)c1=O)C(=O)c1ccccc1-2,-6%,3%,1%,-7%,?,-3,0%,0,-6,-8%,22%
O=S(=O)(NCc1ccccc1)c1cccc2cccnc12,-5%,-1%,0%,-5%,16%,9,10%,-9,-2,4%,2%
O=C(NCCc1c[nH]c2ccccc12)c1cc([N+](=O)[O-])cc([N+](=O)[O-])c1,-4%,4%,-4%,3%,-11%,3,-6%,1,-10,-6%,0%
CC(C)CN1CCN=C1N(C)C,1%,-3%,13%,-4%,.,.,.,.,24,6%,0%
COc1ccc(Oc2c(-c3ccc(O)cc3O)n[nH]c2C)cc1,-1%,0%,-3%,-1%,-39%,0,-1%,5,0,12%,3%
CCOc1ccccc1C(=O)OCC(=O)NCC1CCCCC1,0%,-10%,-1%,3%,.,-10,.,.,30,0%,0%
COC(=O)c1ccc(CN2C(=O)NC(Cc3c[nH]c4ccccc34)C2=O)cc1 (stereo not given),6%,2%,.,?,12%,-5,5%,1,38[activator],26%,-1%
O=C(Nc1ccccc1N1CCCCC1)c1ccc(Cl)c([N+](=O)[O-])c1,7%,-5%,-7%,7%,10%,19,-6%,1,-3,-5%,-5%
COc1cc(/C=N/NC(=S)NCCN2CCOCC2)cc(OC)c1O,7%,-8%,1%,-1%,?,-2,?,-6,0,0%,-3%
Cc1ccc(NC(=O)NCCN2CCN(C(=O)Nc3ccc(C)cc3)CC2)cc1,-2%,3%,0%,-5%,-2%,-11,5%,4,9,-17%,-1%
CCOC(=O)c1c(NC(=O)CN2CCCc3ccccc32)sc(C(C)=O)c1C,-1%,0%,0%,1%,58%,-8,-6%,-1,-3,1%,0%
Cc1cc2cc(CN(Cc3ccco3)S(=O)(=O)c3c(C)ccc4nsnc34)c(=O)[nH]c2cc1C,-8%,5%,.,-17%,34%,-7,-2%,2,6,-30%,2%
CC(OC(=O)c1ccc(S(=O)(=O)N2CCCCC2)cc1)C(=O)Nc1ccc(C(N)=O)cc1 (stereo not given),?,8%,10%,-3%,.,-11,.,.,2,1%,1%
COc1ccc(C(=O)COC(=O)C(CCSC)NC(=O)COc2ccccc2)cc1 (stereo not given),1%,?,3%,-4%,.,-5,.,.,13,-1%,0%
COc1ccc(OC)c(NC(=O)Cc2ccc(NC3=NC4CS(=O)(=O)CC4S3)cc2)c1 (stereo not given),0%,2%,1%,2%,0%,2,3%,2,5,0%,3%
Cc1ccc(S(=O)(=O)N2CCC(C(=O)NCc3ccncc3)CC2)cc1,1%,3%,0%,-4%,-6%,11,-3%,6,-1,1%,-4%
O=C(CCc1nc2ccccc2[nH]1)NCc1ccc2c(c1)OCO2,1%,-1%,-4%,-1%,16%,-3,14%,4,-9,1%,0%
Cc1noc(C)c1COc1ccccc1C(=O)N1CCN(S(=O)(=O)c2ccccc2C(F)(F)F)CC1,-9%,-16%,-8%,1%,.,-6,.,.,-3,-2%,-1%
COc1ccc(/C=C2\SC(=S)N(CCCC(=O)Nc3ccccn3)C2=O)cc1OC,-6%,-12%,-3%,-7%,4.5µM*,26,5µM*,2,-23,-4%,-1%
Cc1ccc(N2C(=O)CC(Sc3nccc(C)n3)C2=O)cc1 (stereo not given),-8%,3%,-1%,2%,18µM*,-25,?,1,-22,-2%,-1%
O=C(COC(=O)c1cccc(F)c1)NC1CC1,0%,3%,-1%,-5%,6%,0,4%,0,-8,0%,-5%
CCCc1ccc(-c2cc(N)n[nH]2)cc1,16µM*,7.6µM*,-3%,?,26%,0,23%,0,9,?,0%
CCOc1ccc(/C=C2\SC(=S)N(CCC(=O)Nc3ccc(C(=O)O)cc3)C2=O)cc1,13%,2.7µM*,-8%,-8%,11%,18,4%,1,-17,3%,1%
CCOC(=O)c1cc2c(ccn2C)n1Cc1ccccc1Cl,-4%,-1%,6%,-5%,12%,-89*,0%,-5,-7,-4%,2%
COc1cc(/C=N/NC(=O)c2cccnc2)ccc1OC(=O)c1cc(OC)c(OC)c(OC)c1,-6%,1%,2%,-2%,-36%,23,-3%,1,23,2%,2%
CN1/C(=C\C=O)C(C)(C)c2ccccc21,-2%,-1%,-1%,-6%,?,30,-9%,-4,-1,-6%,0%
Cc1ccc(/C=N/NC(=O)CSc2ccccn2)o1,2%,1%,1%,10%,15%,-14,-23%,-5,-2,-2%,4%
O=C(COc1ccccc1)NCCc1nc2ccccc2[nH]1,-8%,2%,-4%,-2%,1%,-3,-1%,-1,2,-2%,-4%
COc1ccc(CCC(=O)NNC(=O)Nc2ccccc2Cl)cc1,-2%,3%,1%,0%,5%,-6,2%,2,-4,-1%,2%
CCOC(=O)c1c(C#N)c(SCC(=O)Nc2ccc(OC)cc2)nc2c1CN(CC)CC2,1%,4%,-2%,-2%,-21%,1,-1%,-13,2,-1%,16%
COc1ccc(Oc2ncc(CN3CCN(c4ccccc4)CC3)s2)cc1,0%,3%,6%,1%,?,-3,7%,-2,-12,-5%,0%
CN1CCN(/N=C/c2nc(-c3ccccc3Cl)n3ccccc23)CC1,2%,-29%,-10%,-1%,-6%,-10,4%,2,-15,0%,0%
O=C(NN=C1CCCC1)NC1CCCCC1,1%,-6%,4%,-4%,14%,-1,-10%,4,2,-2%,-2%
CCCOc1ccc(N2C(=O)CC(SCC(N)C(=O)OCC)C2=O)cc1 (stereo not given),-1%,4%,6%,0%,-8%,-1,-6%,1,3,-3%,1%
Cc1cccc(N2CCN(S(=O)(=O)c3ccc4c(c3)CCCN4C(=O)C3CCC3)CC2C)c1 (stereo not given),-1%,1%&-4%,5%,-4%,19%,-6,2%,.,-13,-5%,-5%
CC(C)(C)CC(C)(C)c1ccc(O)c(CN2CCN(CCC#N)CC2)c1,-2%,5%,6%,0%,25µM*,-16,-24%,-2,1,-1%,0%
CCOc1cc(NC(=S)NCCCN2CCOCC2)c(OCC)cc1NC(=O)C1CCCCC1,0%,1%,13%,-8%,-22%,16,4%,0,3,1%,-11%
Cn1nc([N+](=O)[O-])nc1Sc1ccc(Cl)cc1,-1%,6%,2%,3%,-26%,4,-16%,-1,-10,0%,-3%
